Source: PubChem BioAssay
FEN1 inh: qHTS Assay for the Inhibitors of Human Flap endonuclease 1 (FEN1) | actives 0.35% (n = 390,000) | Potency, µM (titrated, usually from 114 µM), for the others: at the highest dose activity change, negative = inhibition, hits mostly inhibitors | Recombinant FEN1 flap cleavage, fluorescence, 15 min | AID 588795, 2011; note: nearly all actives have a fitted effect of over 65% in size
Target sequence (P39748 whole entry, looked up): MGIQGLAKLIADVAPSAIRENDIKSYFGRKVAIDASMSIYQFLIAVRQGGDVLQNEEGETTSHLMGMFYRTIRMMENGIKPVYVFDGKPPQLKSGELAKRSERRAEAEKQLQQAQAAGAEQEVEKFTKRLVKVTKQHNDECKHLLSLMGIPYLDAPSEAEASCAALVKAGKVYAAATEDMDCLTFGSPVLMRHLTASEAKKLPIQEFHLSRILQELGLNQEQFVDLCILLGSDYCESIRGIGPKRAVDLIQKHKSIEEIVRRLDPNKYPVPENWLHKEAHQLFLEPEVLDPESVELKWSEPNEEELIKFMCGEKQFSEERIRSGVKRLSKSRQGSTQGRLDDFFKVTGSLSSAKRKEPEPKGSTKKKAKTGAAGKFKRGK
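Steps: FEN1 (10 nM) dispensed; compound added by pin tool; 15 min at room temperature; substrate added to 50 nM final; reads at 0 min and 15 min; data normalized and fitted (four-parameter Hill).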
GCN5L2 inh: qHTS Assay for Inhibitors of GCN5L2. Histone acetyltransferase KAT2A (Homo sapiens), Q92830. GCN5L2 HAT assay, ThioGlo1 CoA-SH fluorescence. Potency, µM (series often up to 58.9 µM), inactives show top-dose activity change, negative = inhibition, actives largely listed as inhibitors. actives 0.21% (n = 390,000). AID 504327, 2011
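Fluorescence readout, Ex340nm/Em540nm: ThioGlo1 (50uM final) reacts with free CoA thiol released as 20nM GCN5L2 acetylates H3(1-25) peptide (75uM) using acetyl-CoA (70uM). Compound and enzyme sat 15 min beforehand; 20 min room-temperature reaction.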
N370S GC mod: qHTS Assay for Inhibitors and Activators of N370S glucocerebrosidase as a Potential Chaperone Treatment of Gaucher Disease; Lysosomal acid glucosylceramidase (Homo sapiens), P04062; Potency, µM (titrated, usually from 59.4 µM), inactives show top-dose activity change, negative = inhibition, usual class: inhibitors; N370S GC spleen homogenate, 4MU-glucoside fluorescence; AID 2101, 2009; actives 0.092% (n = 330,000);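 note: 0% = full enzyme activity and -100% = no enzyme basal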
* hit, by the source's call; ? = inconclusive; · = no result given; & = joins results of further samples; [ ] = dose if it differs, or a comment. Calls come from the whole dose curve; as a rule, active = well fitted curve in the direction sought with a large enough effect; inconclusive = small, poorly fitted or top-dose-only effect, or another doubt; inactive = no such curve, though single readings can be large; an effect the other way counts as inactive or inconclusive. Unless noted, % is set by controls: 0 for no effect and ±100 for the full control effect; potency is the fitted concentration of half-maximal effect. These rows are one share of the data (hit frequency here may not be typical).

SMILES	FEN1 inh	GCN5L2 inh	N370S GC mod
CC1(C)COC(Nc2cccc(Cl)c2)=N1	-2%	-6%	-3%
CC(=O)[C@H]1CCC2C3CC[C@H]4C[C@@H](O)CC[C@]4(C)C3CC[C@@]21C (some centres not stated)	-1%	0%	·
Cc1cc(C(=O)OCC(=O)Nc2cccc(F)c2)c(C)n1C1CC1	-8%	0%	·
O=C(Nc1ccc2c(c1)OCCO2)c1cccn(Cc2ccccc2)c1=O	-5%	-14%	·
Cc1oc(-c2ccc(F)cc2F)nc1CN1C[C@@H]2C[C@@H](C1)c1cccc(=O)n1C2	1%	1%	-5%
O=C1NC(=S)N(C2CC2)C(=O)/C1=C/c1ccc2c(c1)CCN2CCCCl	?	-11%	1%
CCN1C(=O)/C(=C\c2ccc([N+](=O)[O-])s2)C(=O)NC1=S	·	8.9µM*	-8%
COc1ccc(N/N=C/c2c(O)n(-c3cccc(C)c3)c(=O)[nH]c2=O)cc1	8%	?	-4%
Cc1cc(C)n2c(Br)c(CN3CC4CC(C3)c3cccc(=O)n3C4)nc2n1 (configuration not stated)	-2%	0%	5%
CCCN(CCC)[C@@H]1CCc2ccc(O)cc2C1	·	-29%	0%&-8%
C=CCN1C(=O)NC(=O)/C(=C/c2ccoc2)C1=O	?	1%	27%
C=C(C)C1Cc2c(ccc3c(=O)c4c(oc23)COc2cc(OC)c(OC)cc2-4)O1 (configuration not stated)	·	-4%	0%&5%
CCN(CC)C(=O)Oc1ccc(NC(=O)N2CCOCC2)cc1	1%	-5%	-12%
CC(=O)Nc1ccc(S(=O)(=O)NC(CC(=O)N2CCC3(CC2)OCCO3)C(C)C)cc1 (configuration not stated)	-1%	-21%	0%
O=c1[nH]c2ccccc2n1C1CCN(Cc2ccc(-c3[nH]c4cc5ncnc5cc4nc3-c3ccccc3)cc2)CC1	·	0%	4%
O=C(/C=C/c1ccccc1)NCCc1cnc[nH]1	18%	4%	-7%
Nc1ccc(Br)cc1	20%	·	-7%
COC(=O)C1=C(c2ccc3ccccc3c2)C[C@@H]2CC[C@H]1N2C(=O)N1CCC(C)CC1	-5%	-3%	·
CCN(CC)C(=O)c1ccc(NC(=O)Nc2ccccc2F)cc1	15%	-2%	-4%
CC(=O)c1ccc(NC(=O)c2cc(CC(C)C)on2)cc1	20%	-6%	-14%
CCOP(=O)(Oc1ccccc1)c1c([N+](=O)[O-])cc(C(F)(F)F)cc1[N+](=O)[O-] (configuration not stated)	-12%	-1%	-14%
N#CC(C#N)=Cc1cc(O)c(O)c([N+](=O)[O-])c1	·	-10%&-19%	-3%&-12%
COc1cc2c(cc1OC)[C@@H]1C(=O)c3ccc(O)c(CC=C(C)C)c3OC1CO2 (some centres not stated)	·	8%	1%
c1nc2nc3c(c(N4CCNCC4)n2n1)CCCC3	16%	-21%	-1%

Another view of 23 compounds above:
| mol | FEN1 inh | GCN5L2 inh | N370S GC mod |
| --- | --- | --- | --- |
| CC1(C)COC(Nc2cccc(Cl)c2)=N1 | -2% | -6% | -3% |
| CC(=O)[C@H]1CCC2C3CC[C@H]4C[C@@H](O)CC[C@]4(C)C3CC[C@@]21C (some centres not stated) | -1% | 0% | · |
| Cc1cc(C(=O)OCC(=O)Nc2cccc(F)c2)c(C)n1C1CC1 | -8% | 0% | · |
| O=C(Nc1ccc2c(c1)OCCO2)c1cccn(Cc2ccccc2)c1=O | -5% | -14% | · |
| Cc1oc(-c2ccc(F)cc2F)nc1CN1C[C@@H]2C[C@@H](C1)c1cccc(=O)n1C2 | 1% | 1% | -5% |
| O=C1NC(=S)N(C2CC2)C(=O)/C1=C/c1ccc2c(c1)CCN2CCCCl | ? | -11% | 1% |
| CCN1C(=O)/C(=C\c2ccc([N+](=O)[O-])s2)C(=O)NC1=S | · | 8.9µM* | -8% |
| COc1ccc(N/N=C/c2c(O)n(-c3cccc(C)c3)c(=O)[nH]c2=O)cc1 | 8% | ? | -4% |
| Cc1cc(C)n2c(Br)c(CN3CC4CC(C3)c3cccc(=O)n3C4)nc2n1 (configuration not stated) | -2% | 0% | 5% |
| CCCN(CCC)[C@@H]1CCc2ccc(O)cc2C1 | · | -29% | 0%&-8% |
| C=CCN1C(=O)NC(=O)/C(=C/c2ccoc2)C1=O | ? | 1% | 27% |
| C=C(C)C1Cc2c(ccc3c(=O)c4c(oc23)COc2cc(OC)c(OC)cc2-4)O1 (configuration not stated) | · | -4% | 0%&5% |
| CCN(CC)C(=O)Oc1ccc(NC(=O)N2CCOCC2)cc1 | 1% | -5% | -12% |
| CC(=O)Nc1ccc(S(=O)(=O)NC(CC(=O)N2CCC3(CC2)OCCO3)C(C)C)cc1 (configuration not stated) | -1% | -21% | 0% |
| O=c1[nH]c2ccccc2n1C1CCN(Cc2ccc(-c3[nH]c4cc5ncnc5cc4nc3-c3ccccc3)cc2)CC1 | · | 0% | 4% |
| O=C(/C=C/c1ccccc1)NCCc1cnc[nH]1 | 18% | 4% | -7% |
| Nc1ccc(Br)cc1 | 20% | · | -7% |
| COC(=O)C1=C(c2ccc3ccccc3c2)C[C@@H]2CC[C@H]1N2C(=O)N1CCC(C)CC1 | -5% | -3% | · |
| CCN(CC)C(=O)c1ccc(NC(=O)Nc2ccccc2F)cc1 | 15% | -2% | -4% |
| CC(=O)c1ccc(NC(=O)c2cc(CC(C)C)on2)cc1 | 20% | -6% | -14% |
| CCOP(=O)(Oc1ccccc1)c1c([N+](=O)[O-])cc(C(F)(F)F)cc1[N+](=O)[O-] (configuration not stated) | -12% | -1% | -14% |
| N#CC(C#N)=Cc1cc(O)c(O)c([N+](=O)[O-])c1 | · | -10%&-19% | -3%&-12% |
| COc1cc2c(cc1OC)[C@@H]1C(=O)c3ccc(O)c(CC=C(C)C)c3OC1CO2 (some centres not stated) | · | 8% | 1% |

(list continues)
SMILES	FEN1 inh	GCN5L2 inh	N370S GC mod
Nc1cc(C(=O)Nc2ccc(Cl)cc2)ccc1N1CC2CC(C1)c1cccc(=O)n1C2 (configuration not stated)	-15%	0%	0%
COc1cc(OC)c(OC)cc1CNCCc1ccc(OC)c(OC)c1	-6%	2%	1%
CN(C)P1(N(C)C)=NC(C(F)(F)F)=NC(C(F)(F)F)=N1	-7%	2%	3%
COc1cccc(N2C(=O)NC(=O)C3(Cc4cc(C)ccc4N(C)C3)C2=O)c1 (configuration not stated)	7%	1%	-3%
NC(Cc1cc(O)c(O)cc1O)C(=O)O (configuration not stated)	3.2µM*	0.63µM*	-2%&-4%
Cn1cc(C(=O)c2ccccc2)c2ccccc21	-11%	1%	-10%
COC(=O)C1=C(c2ccc(OC)c(OC)c2)C[C@@H]2CC[C@H]1N2C(=O)N1CCCC1	26%	1%	·
Nc1ccccc1C(=O)OC1CSC1	-3%	-3%	4%
Nc1ccccc1C(=O)O	·	-12%	-5%
CC(C)CCn1c(N)c(C(=O)NCc2cccs2)c2nc3ccccc3nc21	-11%	?	16%
Cc1ccc2cc(C=C(C#N)C#N)c(Cl)nc2c1	?	-4%	22%
CN(C)CC/C=C1/c2ccccc2Sc2ccc(Cl)cc21	-8%&6%	-3%&0%&-5%	-22%&-13%&-5%

Copied from the list.
Result for `Cn1cc(C(=O)c2ccccc2)c2ccccc21` under N370S GC mod: -10%
Result for `CN(C)CC/C=C1/c2ccccc2Sc2ccc(Cl)cc21` under N370S GC mod: -22%&-13%&-5%

Additional records follow.
SMILES	FEN1 inh	GCN5L2 inh	N370S GC mod
NC(=NCCc1ccc(I)cc1)SCCCc1cnc[nH]1	·	-7%&-12%	?
CN(C)CCNC(=O)c1cccn(Cc2cc(C(F)(F)F)cc(C(F)(F)F)c2)c1=O	7%	-3%	0%
CNCCc1c[nH]c2ccc(O)cc12	11%	0%	-3%&13%
O=C(NCCCN1CCOCC1)C(Cl)(Cl)Cl	-7%	2%	-5%
CCC(=NCCN1CCOCC1)c1c(O)n(-c2ccccc2C)c(=O)[nH]c1=O	-2%	1%	3%
O=c1[nH]c(=O)n(-c2ccc(Br)cc2)c(O)c1C=NC(CO)(CO)CO	-2%	-1%	-12%
CC1CC2(O)c3nonc3CCC2N1O (configuration not stated)	4%	-1%	2%
COC(=O)CN1C(=O)CN=C(c2ccccc2Cl)c2cc(Br)ccc21	0%	-4%	-16%
O=C1CC(=O)N(c2ccccc2)C(=O)N1c1ccccc1	-13%	-17%	-6%
CN1CCCN(C(=O)COc2ccc(Br)cc2)CC1	-4%	-6%	-3%
Cc1[nH]c2ccc(OCc3ccccc3)cc2c1CCN	-2%	6%	-20%
O=[N+]([O-])c1ccc(N2CCNCC2)cc1N1CCCCCC1	7%	-14%	6%
c1ccc2c(CN3CCOCC3)c[nH]c2c1	-3%	-14%	0%
CCCOP(=O)(OCCC)C(NC(=O)c1cc(OC)c(OC)c(OC)c1)c1ccccc1 (configuration not stated)	2%	1%	-2%
Cn1c(=O)cc(OCC(=O)N2CCC3(CC2)OCCO3)c2ccccc21	9%	-13%	-2%
COC(=O)C1=C(c2ccc(F)cc2OCc2ccccc2)C[C@@H]2CC[C@H]1N2C(=O)NCc1ccc(OC)c(OC)c1	?	-8%	·
CCOc1ccc(C(C)=O)cc1Cc1c(O)[nH]c(=S)[nH]c1=O	-4%	14µM*	7%
COc1ccc(CCNCc2ccccc2F)cc1OC	-1%	-1%	-5%
Cc1cccc(-n2c(O)c(C=Nc3ccc(S(N)(=O)=O)cc3)c(=O)[nH]c2=O)c1	9%	1%	0%
CN(C)CCc1nc2ccccc2c(=O)n1-c1ccccc1	·	-7%	-2%
Cc1ccc(CC(=O)N2CCN(Cc3ccccc3)CC2)cc1	-3%	-1%	-7%
O=C(O)[C@H]1NC[C@H]2C[C@H]21	-14%	-1%	19%
C=C(C)C1CCC(C)=CC1c1c(O)cc(O)cc1CCCCC (configuration not stated)	·	-12%	?
COc1ccc(CCC(=O)N2CCC3(CC2)OCCO3)cc1	-2%	-16%	5%

Next section; the last two above are carried over.
SMILES	FEN1 inh	GCN5L2 inh	N370S GC mod
C=C(C)C1CCC(C)=CC1c1c(O)cc(O)cc1CCCCC (configuration not stated)	·	-12%	?
COc1ccc(CCC(=O)N2CCC3(CC2)OCCO3)cc1	-2%	-16%	5%
CC(C)CN1CC2(CCN(C(=O)Oc3ccccc3)CC2)C1	·	4%	9%
C=CC(=O)NCNC(=O)C=C	15%	-7%	?
Oc1ccc2ccccc2c1CN1CC=C(c2ccccc2)CC1	0%	-3%	-1%
O=C(Nc1cccc(Cl)c1)N1C[C@H]2C[C@@H](C1)c1cccc(=O)n1C2	1%	-2%	0%
CCOC(=O)C1=C(C)OC(N)=C(C#N)C12C(=O)Nc1ccc(C)cc12 (configuration not stated)	-6%	-5%	-4%
CCC(=NCc1ccc(F)cc1)c1c(O)n(C)c(=O)n(C)c1=O	11%	0%	7%
COc1ccccc1N=C1SCCCN1C	3%	-6%	1%
Oc1cc(Cl)c(Cl)c(Cl)c1Cl	4%	·	-2%
COc1ccc2c(c1)c(C(=O)CN1CCN(C)CC1)c(C)n2Cc1ccccc1	-22%	-3%	6%[2.35 µM]
Cc1cc(C)nc(-n2c(C)nc3cc(Cl)ccc3c2=O)c1	-2%	0%	12%
CCN1CCN(S(=O)(=O)c2cnc(Cl)c(Br)c2)CC1	0%	-1%	0%
C[N+]12CCC(CC1)C(C(O)(c1cccc(Cl)c1)c1cccc(Cl)c1)C2 (configuration not stated)	3%	-16%	-10%
COc1ccccc1CN1CCCC(C(=O)c2ccccc2SC)C1 (configuration not stated)	1%	4%	0%
Cc1nc2ccccc2c(=O)n1-c1ccc(F)cc1	2%	-11%	-16%
C[C@@]12CC[C@H](O)C[C@@H]1CC[C@H]1[C@@H]2C[C@@H](O)[C@]2(C)[C@@H](C3=CC(=O)OC3)CC[C@]12O	·	0%[21.4 µM]	9%[21.6 µM]
COC1=C[C@@H]2C3=C([C@@H]2C1=O)[C@@H](NC(C)=O)CCc1cc(OC)c(OC)c(OC)c13	19%	1%	-17%
CC(=O)N1CCN(Cc2ccc(Cl)nc2)CC1	-17%	-1%	-7%
COC(=O)C1=C(c2ccc(Cl)c(C(F)(F)F)c2)C[C@@H]2CC[C@H]1N2C(=O)NCCNC(C)=O	3%	-5%	·
Cc1cc(N2CCNCC2)nc2ccccc12	-5%	1%	-1%
O=C(O)CC1OCC=C2CN3CCC45C6=CC(=O)C(=O)C([N+](=O)[O-])=C6NC4C1C2CC35 (configuration not stated)	-67%&-4%	-15%	-8%
NC1CC1c1ccccc1 (configuration not stated)	·	-6%	-2%
Cc1nc2sccc2c(=O)n1-c1ccccc1Cl	-4%	-7%	-3%
O=C1N=C(N2CCCCC2)SC1=C1CCCCC1	2%	-12%	?
CCC(=NCc1cccnc1)c1c(O)n(-c2ccccc2C)c(=O)[nH]c1=O	3%	-1%	-15%
COc1ccc2c(c1OC)C(=O)O[C@@H]2[C@H]1c2cc3c(cc2CCN1C)OCO3	-8%	2%	-19%
CCOP(=O)(OCC)/C(C#N)=C/c1ccc(Br)cc1	-10%	-19%	-3%
Cc1cc(N2C(=O)C3CCCN3C2c2cccc(Cl)c2)no1 (configuration not stated)	9%	1%	3%
